High-throughput results as filed in PubChem BioAssay.
Giardia kill: kills Giardia lamblia. Giardia lamblia trophozoite viability. activity change, % at 7.66 µM, hits read low. 340,000 compounds, 0.15% hits. AID 540267; in the data active = activity change below about -80%; inconclusive = between about -30% and that limit;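 note: parasites exposed to compound for two days anaerobically before the ATP read; % is set by controls: 0 for no effect and ±100 for the full control effect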
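Giardia trophozoites, 100 cells per well, were exposed to compounds for 48 hrs at 37 deg C under anaerobic conditions; viability was then read as ATP content by bioluminescence after 15-30 min at room temperature.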
ELG1 genotoxic: inducers of genotoxicity in HEK293T ELG1-luciferase cells; HEK293T ELG1-luciferase reporter, luminescence, 16 h; Potency, µM (highest dose often 46 µM), for the others: top-dose activity change, positive = activation, usual class: activators; 330,000 compounds, 1.3% hits; AID 504466; note: potency is the fitted concentration of half-maximal effect; % of control where 0% means no effect; nearly all actives have a fitted effect of over 60% in size
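Step 1: seed 2,000 HEK293T ELG1-luciferase cells per well. Step 2: add compound or DMSO, incubate 16 hr at 37 °C. Step 3: ONE-Glo, 30 min at room temperature, read luminescence.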
uPA surface inh: inhibitors of cell surface uPA generation | 330,000 compounds, 0.31% hits | Potency, µM (highest dose often 38.3 µM), inactives show at the top dose activity change, negative = inhibition, actives largely listed as inhibitors | cell surface uPA generation assay, qHTS; active = well fitted inhibition curve with a large enough effect; inconclusive = small, poorly fitted or top-dose-only effect; inactive = no such curve, though single readings can be large or run the other way; tested in mouse RAW 264.7 cells; note: potency is the fitted concentration of half-maximal effect; % is set by controls: 0 for no effect and ±100 for the full control effect; nearly all actives have a fitted effect of over 55% in size
KCNH2 3.1 inh: KCNH2 3.1 (human) potassium channel inhibition; activity change, % (tested at about 1.8 µM); U2OS KCNH2 3.1, thallium flux FluxOr; stronger effect = lower value; 340,000 compounds, 0.95% hits; AID 720553;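 active = maximum activity change below -70%; inconclusive = maximum activity change from -70% to -50%; inactive = maximum activity change above -50%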;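 note: thallium influx rate constant from kinetic fluorescence after stimulation buffer; % is set by controls: 0 for no effect and ±100 for the full control effect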
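FluxOr-based Tl+ influx in U2OS cells transduced with KCNH2 3.1 virus; rate constants normalized to DMSO controls.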
FLuc counter: firefly luciferase modulation, counter-screen for miR-21 project | P08659 | purified FLuc, Km substrates, luminescence inhibition | Potency, µM (top dose mostly 57.5 µM), without a hit: at the top dose activity change, negative = inhibition, most hits filed as inhibitors | 360,000 compounds, 6.9% hits;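 note: potency is the fitted concentration of half-maximal effect; plate controls were vehicle for no effect and reference inhibitor for full effect; nearly all actives have a fitted effect of over 55% in size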
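Purified P. pyralis luciferase (10nM final) with 10uM D-luciferin and 10uM ATP (Km levels) in 50mM Tris acetate pH 7.5, 10mM Mg acetate, 0.01% Tween-20, 0.05% BSA; qHTS 6-point titration, ~60 µM downward; luminescence read.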
RORg inh: blocks mouse ROR gamma transcriptional activity | Potency, µM (top dose mostly 53.6 µM), without a hit: top-dose activity change, negative = inhibition, most hits filed as inhibitors | Drosophila S2 Gal4-RORgamma UAS-luciferase reporter, 20 h | 310,000 compounds, 5.4% hits; note: potency is the fitted concentration of half-maximal effect; % is set by controls: 0 for no effect and ±100 for the full control effect; nearly all actives have a fitted effect of over 60% in size
Target sequence (P51450 whole entry, looked up, the tested form may be a part): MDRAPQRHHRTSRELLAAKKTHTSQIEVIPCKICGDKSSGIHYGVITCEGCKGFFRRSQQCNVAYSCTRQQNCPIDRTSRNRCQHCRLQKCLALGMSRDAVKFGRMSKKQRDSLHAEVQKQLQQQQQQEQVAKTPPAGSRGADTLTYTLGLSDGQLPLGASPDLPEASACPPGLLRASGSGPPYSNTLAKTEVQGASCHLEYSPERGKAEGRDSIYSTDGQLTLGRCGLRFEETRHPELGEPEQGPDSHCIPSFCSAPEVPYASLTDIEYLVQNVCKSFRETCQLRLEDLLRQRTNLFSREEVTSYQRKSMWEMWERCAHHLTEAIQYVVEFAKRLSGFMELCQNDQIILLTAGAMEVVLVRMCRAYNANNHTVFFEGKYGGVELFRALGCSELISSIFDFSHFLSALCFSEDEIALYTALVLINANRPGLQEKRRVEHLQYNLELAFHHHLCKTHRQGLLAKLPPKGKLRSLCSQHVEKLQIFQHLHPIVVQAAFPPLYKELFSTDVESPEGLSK
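Luminescence from a UAS-regulated Photinus luciferase reporter in stably transfected Drosophila Schneider cells is measured; decreased signal marks ROR gamma inhibition. Fusion expression is induced by 700 uM copper sulfate for 20 hr.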
Coupling enz: inhibits coupling enzyme system, counter-screen for aldolase hits. coupling enzyme system counterscreen, AmpLite Red fluorescence. AID 2472. activity change, negative = inhibition, % at 58.2 µM, hits read low. 290,000 compounds, 0.67% hits; in the data active = activity change below about -30%; note: % is set by controls: 0 for no effect and ±100 for the full control effect
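Compounds tested against the coupling enzymes alone at 57.5 uM final; readout was AmpLite Red fluorescence (525/598 nm) after 20 min at RT.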
Rab9 prom act: activators of Rab9 promoter | Huh7 Rab9 promoter-luciferase reporter, luminescence, 24 h | Potency, µM (doses to about 9.22 µM), without a hit: at the highest dose activation, negative = inhibition, hits mostly activators | 320,000 compounds, 2.8% hits | AID 485297; note: potency is the fitted concentration of half-maximal effect; % of control where 0% means no effect; nearly all actives have a fitted effect of over 60% in size
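Using Huh7 cells stably transfected with Rab9 promoter–luciferase, compounds were incubated 24 h at 37 °C, 5% CO2; luciferase luminescence was read 10 min after reagent addition.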
Tb PFK block: inhibitors of T. brucei phosphofructokinase; AID 485367; O15648; T. brucei PFK, ADP-Glo luminescence; 330,000 compounds, 0.17% hits; Potency, µM (series often up to 57.5 µM), without a hit: at the highest dose activity, negative = inhibition, hits mostly inhibitors;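 note: potency is the fitted concentration of half-maximal effect; 0% = uninhibited 1x PFK enzyme wells and -100% = no-enzyme wells; nearly all actives have a fitted effect of over 60% in size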
Target sequence (O15648 whole entry, looked up): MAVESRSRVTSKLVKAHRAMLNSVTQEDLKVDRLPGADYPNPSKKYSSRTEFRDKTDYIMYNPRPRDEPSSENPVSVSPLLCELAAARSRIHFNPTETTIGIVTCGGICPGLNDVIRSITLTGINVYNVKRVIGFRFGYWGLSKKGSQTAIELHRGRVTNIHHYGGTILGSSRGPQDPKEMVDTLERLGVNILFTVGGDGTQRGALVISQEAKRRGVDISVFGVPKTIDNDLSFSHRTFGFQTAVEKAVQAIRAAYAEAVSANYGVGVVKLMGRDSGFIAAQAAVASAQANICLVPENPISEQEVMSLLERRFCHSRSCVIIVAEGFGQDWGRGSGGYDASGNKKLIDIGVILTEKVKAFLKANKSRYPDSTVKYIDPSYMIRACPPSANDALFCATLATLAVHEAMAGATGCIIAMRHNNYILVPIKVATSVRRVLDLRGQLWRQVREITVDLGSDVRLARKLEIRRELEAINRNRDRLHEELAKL
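1.25 nM PFK with 0.5 mM F6P and 0.1 mM ATP in 0.1 M TEA pH 8.0, 5 mM MgCl2, incubated 45 min at room temperature; ADP measured by ADP-Glo luminescence; compounds titrated up to 57 uM.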
NPC1 promoter act: activators of NPC1 promoter | Huh7 NPC1 promoter luciferase reporter, 24 h | Potency, µM (highest dose often 9.22 µM), for inactives: top-dose activation, actives largely listed as activators | 320,000 compounds, 2.4% hits;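 note: potency is the fitted concentration of half-maximal effect; % of control where 0% means no effect; nearly all actives have a fitted effect of over 60% in size; reporter is driven by a mutant NPC1 promoter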
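NPC1 promoter–luciferase Huh7 cells; 24 h compound; luminescence.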
VP16 counter: counter-screen for ROR gamma inhibitors: Gal4-VP16 reporter | Drosophila S2 Gal4-VP16 UAS-luciferase, luminescence, 20 h | Potency, µM (titrated, usually from 53.6 µM), inactives show top-dose activity, negative = inhibition, hits mostly inhibitors | 310,000 compounds, 3.5% hits;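 note: Gal4-VP16 expression switched on by copper sulfate through the metallothionein promoter; potency is the fitted concentration of half-maximal effect; % is set by controls: 0 for no effect and ±100 for the full control effect; nearly all actives have a fitted effect of over 50% in size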
* = called active by the depositor; ? = inconclusive; · = no result given; & = joins results of further samples; [ ] = remark or other dose. Unless noted, calls come from the whole dose curve; as a rule, active = well fitted curve in the direction sought with a large enough effect; inconclusive = small, poorly fitted or top-dose-only effect, or another doubt; inactive = no such curve, though single readings can be large; an effect the other way counts as inactive or inconclusive.

SMILES | Giardia kill | ELG1 genotoxic | uPA surface inh | KCNH2 3.1 inh | FLuc counter | RORg inh | Coupling enz | Rab9 prom act | Tb PFK block | NPC1 promoter act | VP16 counter
CN(CC(=O)Nc1cccc(F)c1)C(=O)C1=COCCO1 | 13 | 4% | -2% | 2 | -2% | · | · | -4% | 5% | -3% | ·
Cc1ccccc1OCc1nnc(SCC(=O)Nc2ccc(N3CCOCC3)c(Cl)c2)n1C | -16 | -1% | 0% | 7 | 19µM* | 3% | -1 | -2% | -7% | 4% | -28%
Cc1cccc(N(CC(=O)NC2CCCC2)C(=O)CCC(=O)Nc2ccccn2)c1 | 3 | -4% | -10% | 0 | 0% | 8% | 0 | -1% | 3% | 4% | -18%
CC1CCCC(NC(=O)CN2CCN(Cc3ccc(Cl)cc3)C2=O)C1C (stereo not given) | 5 | -10% | 2% | -15 | 0% | 23% | 5 | 2% | -3% | -4% | 0%
O=[N+]([O-])c1ccc(N/N=C2/CCCCC2c2ccccn2)c([N+](=O)[O-])c1 (stereo not given) | -20 | 0% | ? | 1 | -13% | ? | -4 | -5% | -4% | 2% | ?
Cc1ccccc1Sc1c(C#N)c(-c2ccccc2)nn1C | -14 | -4% | 3% | 8 | -5% | -10% | 0 | -1% | -11% | -3% | ?
C=C[C@@H]1c2ccccc2N(S(=O)(=O)c2ccc(C)cc2)[C@H](c2ccccc2C(F)(F)F)C1(C#N)C#N | -15 | -3% | 0% | · | 1% | · | · | -7% | -24% | -10% | ·
Cn1cc(S(=O)(=O)NCC2CCCO2)c(=O)n(C)c1=O (stereo not given) | 11 | -2% | 3% | 24 | 4% | 4% | 4 | -10% | 1% | 1% | -13%
COC(=O)c1c(C)oc2ccc(OC(=O)N3CCOCC3)cc12 | -12 | -6% | -2% | 15 | -1% | 1% | 3 | 16% | 4% | 13% | -3%
CCCCn1c(N)c(N(CC(C)C)C(=O)c2cccc(-n3cnnn3)c2)c(=O)[nH]c1=O | -2 | 0% | 12% | -5 | 5% | · | · | -4% | 7% | 1% | ·
Cc1cccc(C)c1OCC(O)CN1CCN(c2ccccn2)CC1 (stereo not given) | 5 | -1% | 2% | -8 | -2% | -22% | 0 | 9% | -2% | -6% | -1%
Nc1c(C(=O)O)sc2nc(-c3ccccc3)c3c(c12)CCCC3 | -13 | 1% | -3% | 1 | -1% | ? | 12 | 1% | 14% | -1% | ?
CCOC(=O)N1CCC(NC(=O)C2CCN(S(=O)(=O)c3cccc4cccnc34)CC2)CC1 | 4 | -22% | 7% | 8 | -1% | ? | -6 | -1% | 17% | 6% | 0%
CC(=O)c1c(O)c(C)c(O)c2c1OC1=CC(=O)C(C(C)=O)C(=O)[C@@]12C (stereo not given in full) | -21 | -15% | 6% | 6 | 0% | -2%&20% | 16&11 | -4% | -8% | -5% | 0%&3%
Clc1ccc(OCc2cc(-c3ccccc3)no2)c(Cl)c1 | -9 | ? | 2% | -19 | 0.38µM* | ? | -1 | 0.63µM* | 4% | 0.5µM* | ?
O=C(CN1CCCC1)Nc1ccc([N+](=O)[O-])cc1 | 11 | -5% | 1% | 4 | -1% | 22% | 0 | -1% | 1% | 0% | -3%
O=C(Nc1ccc(N2CCN(C(=O)c3cccs3)CC2)cc1)c1ccc(F)cc1 | 8 | -22% | 5% | -4 | 1% | 21% | 2 | 0% | -3% | -2% | 4%
COC(=O)c1cc2oc(C)cc2n1CC(=O)Nc1cc(C)cc(C)c1 | 2 | -6% | 6% | 5 | 3% | 1% | 1 | -4% | 0% | -1% | 1%
CS(=O)(=O)N(CC(=O)N1CCc2ccccc2C1)c1ccccc1Br | 11 | 1% | ? | -10 | 4% | · | 1 | 0% | 1% | -3% | ·
O=C(NCc1ccccc1F)C(c1ccccc1)c1ccccc1 | 25 | 0% | -30% | 8 | -2% | -1% | 2 | 0% | 1% | 0% | -6%
O=C(Nc1nnc(CC(=O)N2CCOCC2)s1)c1cccs1 | 11 | 5% | 2% | -26 | 4% | -6% | -2 | -1% | -4% | -2% | 11%
C/C=C(/C)C(=O)Nc1cccc(C2=NOC3(C2)C[C@@H](C(N)=O)N(C(=O)c2ccc(OC)cc2)C3)c1 (stereo not given in full) | -6 | 4% | 5% | -21 | 3% | -29% | 1 | 1% | 4% | -7% | ?
CCOc1cc(CNc2ccc(O)cc2)cc(Br)c1OCc1ccccc1F | 13 | -1% | -8% | -8 | 3% | ? | -56* | 2% | -11% | 0% | -70%
COc1ccc(S(=O)(=O)N(CC(=O)N2CCOCC2)c2cc(Cl)ccc2OC)cc1OC | -7 | 4% | -1% | 2 | 2% | -12% | 3 | 8% | 3% | -7% | -6%
COc1cc(-c2nc3ccccn3c2/N=C/c2cccc(OC)c2O)ccc1O | -4 | -4% | 3% | 8 | -15% | -5% | 4 | 16% | 1% | 0% | -3%
ClCc1ncc(-c2ccc(Cl)cc2)o1 | 6 | -8% | -4% | -4 | -10% | -2% | -1 | 1% | 2% | -15% | 21%
COc1ccc(OC)c(NC(=O)CSc2nnc3ccc(-c4ccccn4)nn23)c1 | -4 | 5% | -7% | 2 | -2% | · | · | -4% | 0% | 6% | ·
CCOC(=O)C(C(=O)OCC)c1c([N+](=O)[O-])c(=O)n2c3c(cccc13)CCC2 | -5 | -1% | 2% | 0 | 1% | 3% | 6 | -4% | 4% | 0% | 2%
Cc1cccc(C)c1NC(=O)CCCN1C(=O)C(c2ccccc2)Oc2cccnc21 (stereo not given) | -2 | -3%[9.26 µM] | -3% | 0 | -1% | 15% | 1 | ? | 3% | -6% | 1%
COc1ccc(C)cc1N(CC(=O)N1CCOCC1)S(C)(=O)=O | 44[activator] | 0% | 0% | 4 | 0% | 3%[1.91 µM] | 0 | 2% | 1% | -2% | 4%
CCCCCC(NC(=O)C1CCN(C(=O)[C@@H](NS(=O)(=O)c2ccc(C)cc2)C(C)C)CC1)C(=O)O (stereo not given in full) | 3 | 6% | 7% | -7 | 1% | -12% | 0 | -1% | -1% | 0% | -4%
O=C1CCCCC(=O)N(c2ccccc2)c2ccccc21 | 3 | 1% | · | -3 | 7% | -19% | 1 | 1% | 3% | 1% | -21%
O=C(NCCN1CCN(Cc2ccccc2)CC1)c1cc2c(=O)[nH]c3ccccc3c2s1 | -17 | 0% | -4% | 14 | 3% | ? | 1 | -1% | 1% | 3% | ?
COC(=O)c1ccc(COc2nc(C)cc(C)c2C#N)o1 | -20 | 6% | -2% | 34 | 3%[2.3 µM] | 10% | 15 | 0% | -8% | -4% | 0%
CC(=O)c1ccc(NC(=O)C(C)Sc2n[nH]c(-c3cccnc3)n2)cc1 (stereo not given) | -6 | 3% | -1% | -15 | ? | 11% | 1 | 3% | 0% | 0% | 1%
CCOC(=O)c1cc2nc(Nc3ccc(OC)cc3)sc2s1 | -1 | 12% | 2% | -7 | -14% | 0% | 0 | 29% | 0% | 20% | 5%
COc1ccc(C2(C(=O)NC(C)C)CCCC2)cc1OC | -5 | 1% | · | -6 | 2% | 0% | 0 | -11% | 5% | 3% | 1%
COc1ccc(C(c2nnnn2CC2CCCO2)N2CCN(c3ccc(F)cc3)CC2)cc1 (stereo not given) | 1 | -1% | -3% | -1 | 4% | ? | 0 | 1% | -6% | 0% | -3%
CC(=O)c1cccc(N(C(=O)Cn2nnc3ccccc32)C(C(=O)NCc2ccccc2)c2ccccn2)c1 (stereo not given) | -22 | 0% | 2% | -21 | -1% | -2%[10 µM] | 2 | -4% | 0% | -4% | 0%
O=C1NCCCCC1NS(=O)(=O)c1ccccc1 (stereo not given) | -15 | 0% | 3% | 3 | -1% | -30% | 1 | 1% | 4% | 0% | 6%

Quoted from the listing.
ELG1 genotoxic with `COc1cc(-c2nc3ccccn3c2/N=C/c2cccc(OC)c2O)ccc1O` : -4%
Rab9 prom act with `COc1ccc(C)cc1N(CC(=O)N1CCOCC1)S(C)(=O)=O` : 2%

Next section.
SMILES | Giardia kill | ELG1 genotoxic | uPA surface inh | KCNH2 3.1 inh | FLuc counter | RORg inh | Coupling enz | Rab9 prom act | Tb PFK block | NPC1 promoter act | VP16 counter
O=C(COC(=O)c1cc(=O)[nH]c2ccc(Br)cc12)c1ccccc1 | 8 | 0% | 1% | 0 | 4% | -14% | 0 | -16% | -3% | 1% | -4%
COc1ccc(/C=N/NC(=O)C2(O)c3ccccc3-c3ccccc32)cc1 | -9 | 2% | 1% | -3 | -9% | -3% | 6 | -4% | 0% | 1% | -9%
CCSc1nc2ccccc2n1C(=O)c1ccc(S(=O)(=O)N2CCCCCC2)cc1 | -5 | 3% | -2% | 7 | 2% | 2% | 17 | 1% | -5% | 0% | -10%
Cc1c(C(=O)NC(C)c2ccccc2)c(-c2ccccc2)nn1-c1ccccc1 (stereo not given) | -9 | 0% | 4% | -7 | -3% | -8% | 0 | 4% | -2% | 3% | -11%
